GPR151 ag: activators of human GPR151, primary screen, cell-based, PathHunter beta-arrestin, luminescence; PathHunter beta-arrestin GPR151 cells; activation, % at 11.2 µM; actives 1% (n = 650,000); in the data active = activation above about 4.9%;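 also: 0% = median of compound wells and 100% = cells with positive control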
Target sequence (Q8TDV0 whole entry, looked up): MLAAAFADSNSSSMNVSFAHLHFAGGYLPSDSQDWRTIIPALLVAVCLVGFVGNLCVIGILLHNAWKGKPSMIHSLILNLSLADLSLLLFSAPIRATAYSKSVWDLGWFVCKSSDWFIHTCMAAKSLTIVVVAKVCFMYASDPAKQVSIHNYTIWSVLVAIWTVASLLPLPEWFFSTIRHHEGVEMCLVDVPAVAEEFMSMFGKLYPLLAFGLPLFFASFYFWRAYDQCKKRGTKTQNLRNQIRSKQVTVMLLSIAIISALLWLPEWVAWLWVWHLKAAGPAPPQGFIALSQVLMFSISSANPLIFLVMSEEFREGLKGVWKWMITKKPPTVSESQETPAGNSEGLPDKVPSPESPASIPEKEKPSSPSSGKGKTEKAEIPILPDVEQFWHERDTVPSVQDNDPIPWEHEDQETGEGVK
TEAD-YAP inh: TEAD-YAP interaction inhibition, primary screen, TEAD-YAP interaction inhibitor project, luminescence, HEK-TIYL cells | TEAD-Gal4/YAP UAS-luciferase luminescence | AID 1259422, 2018 | inhibition, % at 9.12 µM | actives 1.4% (n = 640,000); in the data active = inhibition above about 32%;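 also: 0% = median of test compound wells and 100% = reference inhibitor wells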
MITF inh: MITF inhibitors, primary screen, biochemical, AlphaScreen, human; inhibition, % at 2.6 µM; AlphaScreen MITF homodimerization, bead proximity signal; AID 1259374, 2018; actives 0.91% (n = 650,000); Microphthalmia-associated transcription factor (Homo sapiens), O75030; in the data active = inhibition above about 50%;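 also: 0% = vehicle wells with protein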
Target sequence (O75030 whole entry, looked up): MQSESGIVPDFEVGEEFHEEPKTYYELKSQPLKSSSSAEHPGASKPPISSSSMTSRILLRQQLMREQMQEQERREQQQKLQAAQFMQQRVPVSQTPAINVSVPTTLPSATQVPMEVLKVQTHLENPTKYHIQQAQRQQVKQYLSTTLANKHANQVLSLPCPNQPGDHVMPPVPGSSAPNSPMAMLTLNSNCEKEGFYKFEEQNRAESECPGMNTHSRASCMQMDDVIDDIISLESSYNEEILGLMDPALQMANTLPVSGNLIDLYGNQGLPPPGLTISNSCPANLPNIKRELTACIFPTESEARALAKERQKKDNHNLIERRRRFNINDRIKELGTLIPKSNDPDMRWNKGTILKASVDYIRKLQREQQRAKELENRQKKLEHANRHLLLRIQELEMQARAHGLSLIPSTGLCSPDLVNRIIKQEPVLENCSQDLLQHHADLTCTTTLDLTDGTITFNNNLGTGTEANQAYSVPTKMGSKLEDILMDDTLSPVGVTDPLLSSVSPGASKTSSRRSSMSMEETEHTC
FBW7 activator: FBW7 E3 ligase activators, primary screen, biochemical, AlphaScreen, human. actives 0.13% (n = 650,000). AlphaScreen FBW7–phospho-cyclin E peptide binding, activator screen. normalized activity (activation), % at 26.1 µM; in the data active = normalized activity above about 1.9%;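 also: purified mutant Fbw7 with reduced substrate affinity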
Active calls of the source: *; · = no result given.

mol | GPR151 ag | TEAD-YAP inh | MITF inh | FBW7 activator
CCCC1=C(C(=O)OCC)C(c2ccccc2Br)C(C#N)=C(N)O1 (centres undefined) | 1.0 | -1.6 | 13.0 | 0.1
CN(C)C(=O)Oc1cccc(C2C3=C(CC(C)(C)CC3=O)OC3=C2C(=O)CC(C)(C)C3)c1 | 0.8 | 4.2 | -6.2 | -0.2
O=C(CCn1c(=O)[nH]c2ccccc21)NCC1CC(Cc2cccc(F)c2)=NO1 (centres undefined) | 0.4 | 1.4 | 12.3 | 0.0
O=C(COc1ccc(OCc2ccccc2)cc1)Nc1ccc([N+](=O)[O-])cc1Br | -1.5 | -14.8 | 13.9 | 0.1
COC(=O)c1ccc(NC(=O)/C(=C\c2ccc(OC)c(OC)c2)NC(=O)c2ccc(Cl)cc2)cc1 | 7.8* | 1.0 | 3.7 | 0.1
O=C(O)c1ccccc1NS(=O)(=O)c1cccc(Nc2ncnc3sccc23)c1 | 0.0 | -6.2 | -1.7 | 0.0
O=C(CN(c1cc(Cl)ccc1Cl)S(=O)(=O)c1ccccc1)NCC1CCCO1 (centres undefined) | 0.3 | 4.5 | 12.4 | 0.0
CS(=O)(=O)c1ccc(N2CCCNCC2)cc1 | 0.5 | 0.9 | 1.3 | 0.0
CCOc1ccc(CCNC(=O)CCN2C(=O)c3ccccc3C2=O)cc1OCC | 0.3 | 7.6 | -9.5 | -0.1
O=C(Cn1nc(-c2ccc3c(c2)OCCO3)ccc1=O)Nc1cccnc1 | 0.5 | -4.4 | 7.2 | -0.1
Cc1ccsc1C(=O)N1CCCC(CCC(=O)N(C)CCc2ccccn2)C1 (centres undefined) | 0.9 | 3.8 | 2.9 | 0.0
COc1ccc(OCCn2c(NCC(C)O)nc3ccccc32)cc1 (centres undefined) | -0.8 | -9.7 | 2.3 | -0.1
COc1ccc(N2CCSC2C(C)=O)cc1 (centres undefined) | 0.8 | -9.6 | 11.1 | -0.1
CSc1ccccc1-c1ccc(NCCc2ccncc2)nc1 | -1.3 | -6.3 | 16.4 | -0.3
O=C(CCc1nnc(-c2ccsc2)o1)NCCOc1cccnc1 | -0.4 | 4.4 | -0.9 | 0.3
O=CN1CCN(Cc2coc3c(Cl)cc(Cl)cc3c2=O)CC1 | -0.1 | 4.6 | 33.3 | 0.2
NC1=NC(=O)C(Cc2cccc(C(F)(F)F)c2)S1 (centres undefined) | -1.7 | -9.0 | -3.9 | 0.1
COc1cc(C=O)ccc1OCCCN1CCOCC1 | -0.1 | -5.5 | 24.6 | -0.2
CC(C)[C@@H](C(=O)OCC(=O)Nc1cccnc1Cl)N1C(=O)c2ccccc2C1=O | 0.5 | 7.2 | -1.5 | -0.1
COC(=O)C1(S(=O)(=O)c2ccc(Br)cc2)CCCC1 | -1.2 | -5.3 | -12.8 | 0.1
O=C(COc1ccc(Br)cc1CO)N1CCCc2ccccc21 | 1.0 | 4.2 | 13.5 | 0.0
Cc1nc(N2CCOCC2)c2c(C)c(C(=O)NCc3ccccc3Cl)sc2n1 | -0.8 | -15.0 | -4.3 | -0.1
C[C@H]1CC[C@@H](C(C)(C)O)CC2=C1CC[C@@H]2C | 0.4 | 7.4 | -0.4 | 0.2
CCCCNC(=O)C1c2ccccc2C(=O)N(Cc2ccc(F)cc2)C1c1ccc(OC)cc1 (centres undefined) | -0.1 | -2.7 | 3.5 | 0.0
COc1ccc(CN2CCN3C(=O)[C@@H](CO)NC(=O)[C@H]3C2)cc1 | -0.2 | 2.9 | 12.7 | 0.2
Cc1ccc(CN(C)C(=O)CC2C(=O)NCCN2Cc2ccccc2C(F)(F)F)cc1 (centres undefined) | 0.1 | 5.7 | 6.3 | 0.1
CN(C)S(=O)(=O)N1CCN(c2ccccc2Cl)CC1 | 1.7 | -0.4 | 5.6 | 0.1
COc1ccc2[nH]c3c(=O)n(CCC(=O)NC4CCCCC4)c(=S)[nH]c3c2c1 | 4.6 | -21.1 | -2.1 | 0.1
CCn1c(-c2ccc3ncccc3c2)n[nH]c1=S | -0.5 | 2.6 | -2.4 | -0.1
CCC(=O)N(Cc1ccccc1)Cc1cc2cc(OC)c(OC)cc2[nH]c1=O | 1.3 | -1.1 | 11.3 | 0.1
O=C(c1noc2c1CCc1ccccc1-2)N1CCOCC1 | 0.4 | -40.8 | -6.5 | 0.0
O=C(c1ccc2c(=O)n(CCC3=CCCCC3)c(=S)[nH]c2c1)N1CCCCC1 | -0.3 | 10.7 | 12.7 | 1.3
Cc1ccc(Cl)cc1N1CCN(C(CC(=O)O)C(=O)c2ccc(F)cc2)CC1 (centres undefined) | -3.0 | 1.9 | -3.9 | 0.1
O=[N+]([O-])c1ccc2c(c1)c1c3n2CCNC3CCC1 (centres undefined) | 1.2 | -12.6 | 1.8 | -0.1
CC(C)CC(=O)Nc1c2c(nn1-c1ccc(F)cc1)CSC2 | 1.8 | -1.6 | -13.8 | -0.1
Cc1cc2nc3s/c(=C/c4ccc(Cl)cc4)c(=O)n3c2cc1C | 1.8 | -3.4 | 6.6 | -0.1
CCOC(=O)CC(NC(=O)CCCCCN1C(=O)c2ccccc2C1=O)c1ccccc1Cl (centres undefined) | -0.1 | 2.9 | 1.3 | -0.1
Cc1ccc(/C=C2/SC(=O)N(CN3CCOCC3)C2=O)cc1 | -1.5 | -15.4 | 6.1 | -0.1
CCCC(=O)NC(NC(=O)CCC)c1ccc([N+](=O)[O-])cc1 | 0.5 | -5.1 | 1.4 | -0.1
COc1cc2c(cc1NS(=O)(=O)c1ccc3ccccc3c1)oc1ccccc12 | -0.6 | -11.3 | 0.4 | -0.1
COc1ccc(NC(=O)CSc2nnc(N)s2)c([N+](=O)[O-])c1 | -1.2 | 2.1 | 19.3 | 0.4
Cc1ccc(NC(=O)c2cc(S(=O)(=O)NCCc3ccc(Cl)cc3)ccc2F)cc1F | 1.3 | 3.1 | 0.6 | 0.0
CCOC(=O)CCN(Cc1ccccc1)S(=O)(=O)c1ccc(Cl)cc1 | 0.1 | 8.7 | -7.8 | -0.1
CC1=C(C(=O)Nc2ccc(Br)cn2)C(c2cccs2)C2=C(CC(C)(C)CC2=O)N1 (centres undefined) | 0.0 | 35.3* | -0.5 | 0.1
Cc1ccc(CN2CCN(CCNC(=O)C(=O)Nc3ccccc3)CC2)cc1 | -0.1 | 4.8 | 4.1 | 0.1
COc1ccccc1CCNC(=O)C1CC12CCN(Cc1cnn(C)c1)CC2 (centres undefined) | -1.8 | -0.6 | -0.3 | 0.1
CS(=O)(=O)c1cncnc1C1CCCN(C(=O)NCc2ccccc2)C1 (centres undefined) | -0.1 | -9.7 | 3.2 | -0.1
C/C(=N/N1CCN(c2ccc(Cl)cc2)CC1)c1ccccc1 | 0.3 | 6.4 | -5.2 | -0.1

Rewritten with values under each structure: 4 of the compounds above.
Every second line gives: GPR151 ag	TEAD-YAP inh	MITF inh	FBW7 activator
> CCCC1=C(C(=O)OCC)C(c2ccccc2Br)C(C#N)=C(N)O1 (centres undefined)
 : 1.0	-1.6	13.0	0.1
> CN(C)C(=O)Oc1cccc(C2C3=C(CC(C)(C)CC3=O)OC3=C2C(=O)CC(C)(C)C3)c1
 : 0.8	4.2	-6.2	-0.2
> O=C(CCn1c(=O)[nH]c2ccccc21)NCC1CC(Cc2cccc(F)c2)=NO1 (centres undefined)
 : 0.4	1.4	12.3	0.0
> O=C(COc1ccc(OCc2ccccc2)cc1)Nc1ccc([N+](=O)[O-])cc1Br
 : -1.5	-14.8	13.9	0.1

Continued:
mol | GPR151 ag | TEAD-YAP inh | MITF inh | FBW7 activator
Cn1cccc1/C=C(/NC(=O)c1ccccc1)C(=O)NCCO | 0.2 | -2.4 | -5.1 | -0.1
O=C(O)CCN1C(=O)c2ccccc2C1=O | -1.2 | 9.7 | 14.1 | 0.0
CCOC(=O)CSC1=C(C#N)C(c2ccccc2C)C(C#N)C(=O)N1 (centres undefined) | 4.0 | 10.0 | 7.6 | -0.1
CCO/C=C1\C(=O)N(c2ccc(C)cc2)C(=O)c2ccccc21 | 0.5 | -1.0 | 14.6 | 0.2
CSc1cccc(NS(=O)(=O)c2ccc3[nH]c(=O)c(=O)[nH]c3c2)c1 | 1.0 | 0.3 | 0.3 | 0.6
CC1CC(C)CN(C(=O)c2ccc(S(=O)(=O)N3CC(C)CC(C)C3)cc2)C1 (centres undefined) | 1.3 | -0.4 | 7.8 | 0.0
Cc1nnsc1C(=O)Nc1ccc2ccccc2c1 | -3.1 | -6.6 | 8.0 | -0.1
Cc1cc2ccccc2n1CCCNC(=O)c1ccncc1 | 1.0 | 14.3 | 2.3 | -0.1
O=C(COC(=O)C12CCC(=O)N1c1ccccc1S2)Nc1ccc(Cl)cc1[N+](=O)[O-] (centres undefined) | -1.2 | 3.4 | 3.1 | 0.3
O=C(Nc1ccc(NC(=O)c2ccccc2F)cn1)c1cccs1 | -3.2 | -6.8 | 13.6 | 0.1
Cc1ccc(SCC(=O)N=C2NC(=O)CS2)cc1 | 3.4 | 7.3 | -5.7 | 0.1
O=C1CC(c2ccccc2)CC2=C1C(c1ccccc1[N+](=O)[O-])Nc1ccccc1N2 (centres undefined) | 0.2 | -4.9 | 5.1 | 0.0
CC(C)CC(=O)NCC1Cc2c(F)ccc(-c3ccncc3)c2O1 (centres undefined) | -0.7 | 0.5 | 6.4 | -0.1
Cc1ccc(/C=C2\SC(=O)N(C)C2=O)cc1[N+](=O)[O-] | -0.2 | 3.0 | -5.4 | 0.0
CC(=O)c1cccc(-c2nc(NCc3cccnc3)c3ncn(C(C)C)c3n2)c1 | 4.4 | 59.2* | 2.7 | -0.1
CCCN1CCC(NC(=O)Nc2ccc(OC)c(OC)c2)CC1 | -3.1 | -6.9 | 3.3 | 0.4
CCC1CCC(NCc2cccc(OC)c2OC)CC1 (centres undefined) | 0.8 | -4.7 | 37.0 | -0.2
Nc1ccc(OCCOc2ccc(N)cc2)cc1 | -1.5 | -10.6 | 0.9 | -0.2
CC(=O)Nc1cnn(-c2ccc(C(=O)NC3CCCc4ccccc43)cc2)c1 (centres undefined) | -1.9 | -4.8 | -13.9 | -0.3
C=CCOc1c(Br)cc(Br)cc1/C=N/n1cnnc1 | 0.7 | 9.8 | 7.3 | 0.0
CC1C/C(=N\NC(=O)C(N)=O)CC(C)(C)C1 (centres undefined) | -1.6 | -7.7 | -12.2 | -0.1
O=S(=O)(c1cccc(NC(=S)NCc2ccc(Cl)cc2)c1)N1CCOCC1 | -1.4 | 3.5 | 11.7 | 0.0
Cc1cc(NC(=O)c2ccco2)n(-c2nc3ccccc3[nH]2)n1 | 0.4 | 27.8 | 6.9 | 0.1
Cc1ccc(S(=O)(=O)c2c[nH]c3cc4c(cc3c2=O)OCO4)cc1 | -0.2 | -1.8 | 7.5 | 0.2
COc1cc2nc(NCc3ccc4c(c3)OCO4)nc(Nc3ccc(NC(C)=O)cc3)c2cc1OC | 0.7 | 0.4 | 15.3 | 0.0
Cc1ccccc1-n1nc2c(c1NC(=O)CCc1ccccc1)CSC2 | 1.6 | 1.6 | 0.4 | -0.2
COc1cccc(/C=C2N=C(/C=C/c3ccc(Cl)cc3)OC/2=O)c1OC | 2.0 | 0.7 | 2.6 | -0.1
OCCN1CCN(C(c2ccco2)c2sc3ncnn3c2O)CC1 (centres undefined) | -1.1 | -2.0 | -5.7 | 0.1
CN1/C(=C2\C=NN(C)P2(=O)N2CCOCC2)C(C)(C)c2ccccc21 (centres undefined) | -0.1 | 4.2 | 12.1 | 0.1
CC/C=C\C/C=C\C=C\[C@H](O)C/C=C\C/C=C\CCCC(=O)O | -1.0 | · | 15.4 | ·
CCc1c(C)sc(NC(=O)/C=C/c2cccc([N+](=O)[O-])c2)c1C(N)=O | 0.2 | -11.5 | -7.6 | -0.1
COc1cccc(-n2c(SCC(=O)OC(C)C)nnc2-c2cccnc2)c1 | -0.2 | 6.0 | -13.1 | 0.0
Cc1cc(Nc2ncnc3sc4c(c23)CCCC4)ccc1Br | -1.7 | 13.6 | 9.1 | 0.5
COc1cc2cc(CNCCc3n[nH]c(C)n3)c(=O)n(CC3CCCCC3)c2cc1OC | -0.3 | -0.9 | 10.2 | -0.1
COc1ccccc1CN1CCc2nnc(CCc3ccccc3)n2CC1 | 0.2 | -5.5 | 14.7 | 0.0
O=C(O)C1CSC(c2ccc([N+](=O)[O-])cc2)N1 (centres undefined) | -0.3 | -9.8 | 3.6 | -0.1
CCc1nnc(NS(=O)(=O)c2ccc(NC(=O)C(C)C)cc2)s1 | -0.1 | 2.3 | -10.0 | -0.1
O=C(NCC1(c2ccccc2)CCOCC1)C1CC12CCN(Cc1cccc(F)c1)CC2 (centres undefined) | -0.8 | 4.5 | 14.3 | 0.2
Cc1ccnc(C(C)(O)c2ccccc2)c1 (centres undefined) | 0.3 | 7.5 | 0.6 | 0.0
Cc1ccc(C)c(C(=O)CCC(=O)O)c1 | 1.1 | 8.9 | 14.4 | 0.6
O=C(CCCn1c(SCc2ccc(Cl)cc2)nc2cc3c(cc2c1=O)OCO3)NCc1ccc2c(c1)OCO2 | 0.3 | -3.1 | -11.6 | 0.1
CCCCN1C(=O)NC(NC(=O)c2ccco2)(C(F)(F)F)C1=O (centres undefined) | -0.3 | 2.3 | 10.4 | 0.0
